ADAM10 inh: human ADAM10 inhibitors, primary screen, biochemical, QFRET, HTS; Disintegrin and metalloproteinase domain-containing protein 10 (Homo sapiens), O14672; recombinant ADAM10, EDANS/DABCYL FRET peptide cleavage, 3 h; inhibition, % at 7 µM; actives 0.62% (n = 370,000); AID 720582, 2013;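 active = inhibition above a per-campaign cutoff equal to the mean of compounds falling between control-based bounds plus 3 SD, cut at about 20% in these data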;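 also: 0% = DMSO wells while the 100% control is not disclosed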
ssDAF12 agonist: S. stercoralis DAF-12 nuclear receptor activators, primary screen, cell-based, luminescence, HEK293, GRIP1 co-expression, lit1-tk-luc; Nuclear hormone receptor DAF-12 (Strongyloides stercoralis); HEK293 ssDAF-12/GRIP1 lit1-tk-luc reporter; % of 3 µM dafachronic acid response; activation, % at 6.8 µM; actives 1% (n = 370,000); AID 652126, 2013;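 active = activation above the mean over all tested compounds plus 3 SD, cut at about 0.9% in these data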;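 also: 0% = DMSO-only wells and 100% = 3 µM delta7-dafachronic acid wells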
SMARCA2 act: SMARCA2 (BRM) function activators, primary screen, cell-based, luminescence, high throughput | MG213 cells, MMTV-luciferase reporter, dexamethasone, overnight | activation, % at 9.1 µM | actives 1% (n = 370,000); in the data active = activation above about 7.8%;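 also: 0% = vehicle wells and 100% = reference activator wells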
DAX1 inh-1: DAX1 (NR0B1) inhibitors on StAR promoter, primary screen, cell-based, luminescence, SF-1 (NR5A1), full-length DAX-1; HEK293T StAR-luciferase reporter, SF-1/DAX-1 repression relief; inhibition, % at 6.8 µM; actives 1.1% (n = 370,000); AID 652010, 2013;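 active = inhibition above the mean over all tested compounds plus 3 SD, cut at about 3.6% in these data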;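 also: 0% = DAX-1 cells with DMSO and 100% = cells lacking DAX-1 with DMSO; higher inhibition means more luminescence from relief of DAX-1 repression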
hcDAF-12 act: H. contortus DAF-12 nuclear receptor activators, primary screen, cell-based, luminescence, HEK293, lit1-tk-luc reporter | HEK293 hcDAF-12 lit1-tk-luc reporter; 0% DMSO, 100% Δ7-dafachronic acid | activation, % at 6.8 µM | actives 1.4% (n = 370,000) | AID 652067, 2013;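 active = activation above the mean of all tested compounds plus 3 SD, cut at about 5.5% in these data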;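 also: 100% = response to 3 µM Δ7-dafachronic acid high control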
DAX1 inh-2: DAX1 (NR0B1) inhibitors, primary screen, cell-based, HEK293, Gal4-DAX1, luciferase luminescence; actives 0.99% (n = 340,000); inhibition, % at 6.75 µM; HEK293 Gal4-DAX1 luciferase reporter; AID 504766, 2011; Nuclear receptor subfamily 0 group B member 1 (Homo sapiens), P51843;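 active = inhibition above the mean over all tested compounds plus 3 SD, cut at about 4.2% in these data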;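 also: 0% = DAX1-transfected cells with DMSO and 100% = empty-vector control cells with DMSO; inhibition shows as a rise in luminescence from relieved DAX1 repression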
Target sequence (P51843 207-470 limits assumed): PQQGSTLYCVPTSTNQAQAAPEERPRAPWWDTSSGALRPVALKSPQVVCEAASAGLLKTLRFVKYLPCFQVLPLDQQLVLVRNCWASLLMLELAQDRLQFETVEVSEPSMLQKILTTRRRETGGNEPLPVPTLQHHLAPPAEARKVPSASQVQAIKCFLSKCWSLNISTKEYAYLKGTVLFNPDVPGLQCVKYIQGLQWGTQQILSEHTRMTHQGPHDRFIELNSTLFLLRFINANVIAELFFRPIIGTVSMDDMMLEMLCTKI
GC-A act: GC-A stimulated cGMP production enhancers – HEK293 GC-A cells, cGMP TR-FRET, EC30 ANP, primary screen. Atrial natriuretic peptide receptor 1 (Homo sapiens), P16066. 0% at EC30 ANP, 100% saturating ANP. activation, % at 10 µM. actives 0.14% (n = 370,000). AID 1671463, 2021; in the data active = activation above about 40%
FXN GAA850 act: FXN promoter activators, primary screen, cell-based, luciferase luminescence, HEK293 lucGAA850. HEK293 lucGAA850 FXN promoter luciferase reporter, 24 h; percent of 10 µM SAHA response. activation, % at 6 µM. actives 0.56% (n = 360,000). AID 540364, 2011;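 active = activation above the average of all compounds screened plus 3 SD, cutoff fixed separately per campaign, cut at about 7.5% in these data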;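 also: 0% = DMSO wells and 100% = 10 µM SAHA wells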
PG9 binder: binders of HIV-1 gp120 antibody PG9, primary screen, biochemical, TR-FRET; HIV-1 gp120 / PG9 antibody interaction; TR-FRET gp120-PG9 antibody binding; inhibition, % at 6.7 µM; actives 0.43% (n = 360,000); in the data active = inhibition above about 8.5%
hgDAF12 agonist: H. glycines DAF-12 receptor agonists, primary screen, cell-based, luminescence, HEK293, GAL4 fusion, UAS-luciferase | actives 1.8% (n = 370,000) | Nuclear hormone receptor DAF-12 (Heterodera glycines), GAL4 fusion | HEK293 GAL4-hgDAF12 UAS-luciferase reporter, agonist luminescence; normalized to butyrate control | AID 687014, 2013 | activation, % at 6.8 µM;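 active = activation above a cutoff set at the mean of all screened compounds plus 3 SD, cut at about 10% in these data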;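 also: 0% = DMSO wells and 100% = sodium butyrate wells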
ADAM17 inh: ADAM17 inhibitors, primary screen, biochemical, QFRET; inhibition, % at 6.95 µM; AID 720648, 2013; recombinant ADAM17, EDANS/DABCYL FRET peptide cleavage; actives 0.83% (n = 370,000);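 active = inhibition above the mean of compounds lying between control limits plus 3 SD, set per campaign, cut at about 8.5% in these data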;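 also: 0% = DMSO-only wells as the low control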
Target sequence (P78536 215-824 limits assumed): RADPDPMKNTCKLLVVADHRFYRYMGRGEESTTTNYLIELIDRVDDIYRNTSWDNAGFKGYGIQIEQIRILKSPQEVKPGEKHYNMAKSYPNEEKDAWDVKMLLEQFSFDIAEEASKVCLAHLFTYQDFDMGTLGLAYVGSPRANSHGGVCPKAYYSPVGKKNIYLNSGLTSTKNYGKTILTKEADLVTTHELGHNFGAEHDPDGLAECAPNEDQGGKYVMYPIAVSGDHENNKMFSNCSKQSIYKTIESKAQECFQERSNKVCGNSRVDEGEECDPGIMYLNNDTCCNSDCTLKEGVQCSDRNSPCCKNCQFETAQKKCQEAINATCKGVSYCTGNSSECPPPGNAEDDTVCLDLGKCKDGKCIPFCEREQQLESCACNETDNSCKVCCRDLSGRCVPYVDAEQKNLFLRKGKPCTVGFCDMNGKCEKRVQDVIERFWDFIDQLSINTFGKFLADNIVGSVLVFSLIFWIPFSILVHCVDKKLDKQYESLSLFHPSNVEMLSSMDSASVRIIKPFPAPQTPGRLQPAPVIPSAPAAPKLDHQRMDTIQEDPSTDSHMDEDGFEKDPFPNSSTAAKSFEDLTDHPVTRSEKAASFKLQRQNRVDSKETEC
An asterisk follows results filed as active; i = inactive; nt = not tested or not shown.

structure,ADAM10 inh,ssDAF12 agonist,SMARCA2 act,DAX1 inh-1,hcDAF-12 act,DAX1 inh-2,GC-A act,FXN GAA850 act,PG9 binder,hgDAF12 agonist,ADAM17 inh
CCSc1nnc(NC(=O)NC(C)(C(F)(F)F)C(F)(F)F)s1,8,-1.2,-1,-0.7,-4.4,-1.5,0,1.2,-1.3,0.5,-1
CC1C/C(=C/c2ccncc2)C(=O)/C(=C/c2ccncc2)C1 (configuration not stated),9,-3.3,-10,-4.7,-5.9,-6.5,-9,-17,2.3,-12,0
COc1ccccc1NS(=O)(=O)c1cc(NC(=O)c2sccc2C)ccc1N1CCCC1,16,-1.9,0,-0.4,-1.9,1.2,1,-1.4,-1.7,1.1,7
COc1ccc(CN2CCN(C(=O)c3cccs3)CC2)cc1Br,-1,-1.5,1,0.1,-1.2,0.2,0,-1.4,-2.0,-1.8,0
CCOc1ccc(CCNC(=O)C2(c3ccccc3)CC2)cc1OCC,7,-0.9,4,-1.2,-1.6,-0.4,-3,0.7,-0.6,0.8,-1
CC(CN1CCCC(C(N)=O)C1)c1ccccc1 (configuration not stated),4,-0.7,0,-0.3,0.3,0.9,0,1.0,1.4,-0.4,-2
CCOC(=O)COc1nc2ccc(Br)cc2c(-c2ccccc2)c1C(C)=O,0,-0.1,-2,0.1,1.3,1.3,-13,1.2,-0.4,2.1,3
CNC(=S)Nc1cc(S(=O)(=O)Nc2cc(Cl)ccc2Cl)ccc1N1CCCC1,2,-1.2,-2,-0.3,2.4,3.3,-1,1.8,0.0,1.2,-4
O=C(CCN1C(=O)C2CC=CCC2C1=O)NC1CCCCC1 (configuration not stated),2,-1.0,-2,0.7,-2.2,0.4,0,2.2,1.2,-1.3,2
CCCc1cc(=O)[nH]c(SCC(=O)OCc2ccccc2)n1,-4,-1.5,0,0.2,0.7,-0.7,-2,1.6,1.6,-2.6,-2
CCN(CC)S(=O)(=O)c1cccc(C(=O)Nc2cc3oc4ccccc4c3cc2OC)c1,-7,-0.5,0,-0.3,0.9,0.1,-1,-2.2,2.0,-3.4,-1
COc1cccc(/C=N/NC(=O)c2ccc(=O)n(C)c2)c1O,-10,-1.5,-3,-1.3,-0.8,-0.5,-1,-1.4,-3.3,-1.1,-4
CCSc1nc2c(cnn2-c2ccc(C)c(C)c2)c(=O)[nH]1,-14,-1.1,-6,0.8,0.7,-1.0,-1,0.7,0.3,-0.7,-4
CCOC(=O)c1cn(-c2ccccc2)nc1-c1cccnc1,-5,-1.6,1,-1.6,-4.0,-0.6,0,0.1,0.6,-2.4,-2
OC(COCC1COc2ccccc2O1)CN1CCN(c2ccc(F)cc2)CC1 (configuration not stated),-5,-1.5,-4,-0.8,-1.4,2.6,4,-0.9,-0.3,-2.9,-5
CCOc1ccccc1CN1CCNC(=O)C1CC(=O)NCc1nc(C)cs1 (configuration not stated),-12,-0.1,-2,0.6,-0.5,0.8,2,-1.0,-1.9,-1.3,-13
CCN(CC)c1nc(Oc2ccc(C(=O)NN)cc2)nc(Oc2ccc(C(=O)NN)cc2)n1,3,-0.8,-1,0.1,-0.9,1.1,0,0.9,-3.0,1.8,-3
O=C(O)C1C2C=CC(C2)C1C(=O)NC1CCN(Cc2ccccc2)CC1 (configuration not stated),-3,-0.3,-2,1.4,0.1,0.2,2,-0.7,-1.8,-1.2,0
Cc1c(Br)c(C(F)(F)F)nn1CC(=O)N1CCCC1,-4,-1.4,0,0.1,-1.0,-0.5,5,1.0,-1.3,-0.9,-3
O=C(Cn1cc2c(n1)CCCC2)NCCCN1CCCC1,-11,-1.3,1,-0.5,0.4,1.4,-5,0.1,-0.3,-1.0,1
Cc1cc(C)cc(-n2nc(C)cc2N)c1,2,-1.7,1,-1.0,-0.8,-0.7,-1,-1.4,-0.7,-0.5,-1
CCn1c(C(=O)O)c(CC(=O)Nc2ccc(Br)cc2C)c2ccccc21,2,-1.0,-1,0.1,2.2,0.2,3,-0.5,-2.2,-1.7,2
COC(=O)c1cc(-c2c(C)oc3cc(OC)ccc3c2=O)c(C)o1,-10,-1.0,-1,-0.2,-1.9,0.8,2,1.4,-0.5,-0.1,-5
CC1=CC(C)(C)Nc2ccc(OC(=O)CCN3C(=O)c4ccccc4C3=O)cc21,-11,-2.0,-6,-1.0,-3.1,-0.9,-2,11*,-1.0,-3.7,-4
CC(=O)C1(O)C(C)CC2C3CCC4CC(O)CCC4(C)C3=CCC21C (configuration not stated),-4,-1.2,-2,-0.5,-1.9,-0.6,3,1.9,-1.8,-1.2,2
CS(=O)(=O)N(Cc1ccccc1)c1ccc(C(=O)Nc2ccccc2Sc2ccccc2)cc1,-5,-1.4,0,-0.2,-2.1,-0.3,3,2.1,0.3,-0.9,1
CCCn1ncc(CN2CCN(Cc3ccc(C)o3)C(CCO)C2)c1C (configuration not stated),6,-0.3,-2,-0.4,1.1,1.1,5,-1.6,-0.4,1.5,-5
Cc1cc(C(=O)OCC(=O)c2ccc3c(c2)NC(=O)CO3)c2ccccc2n1,-24,-1.6,-4,0.4,-1.4,-0.9,10,-1.1,2.2,-1.0,-3
CC(=O)Nc1ccc(Nc2nnc(-c3ccc(C)c(S(N)(=O)=O)c3)c3ccccc23)cc1,7,-1.1,0,-0.8,-2.7,1.3,5,0.1,0.2,-0.2,-2
CC(OC(=O)c1cccnc1)C(=O)Nc1ccc2c(c1)OCO2 (configuration not stated),0,-1.1,-1,0.2,-1.1,3.8,-3,1.6,-0.1,1.5,-1
O=C(Nc1cccc(F)c1)/C(=C\c1ccco1)NC(=O)c1ccco1,-4,0.2,0,0.2,0.5,-0.2,-3,1.4,-0.3,6.3,-1
Cc1c(C(=O)NC(C)C)sc2ncn(CC(=O)N3CCC(C)CC3)c(=O)c12,-3,-0.8,0,-0.2,-0.4,0.1,0,1.3,-2.0,-1.1,-1
Cc1ccc(NS(=O)(=O)c2cc(C(=O)O)ccc2Cl)cc1,4,-0.7,-3,0.3,1.0,0.7,1,0.2,-0.1,-0.9,-4
Cc1cccc(N2CCN(c3ccc(NC(=O)/C=C(/C(=O)O)c4ccccc4)cc3)CC2)c1,1,-1.0,3,-0.7,-0.1,1.0,-6,0.1,-1.5,-1.9,-2
CCOC(=O)c1cccc(NC(=O)c2ccco2)c1,3,-1.2,2,-1.1,-0.8,-0.3,3,-0.5,-2.1,4.3,-3
O=C(Nc1cccc(OC(F)(F)F)c1)C1Cc2c(-c3ccccc3Oc3ccccc3)ccnc2O1 (configuration not stated),10,-1.3,-3,-1.1,-2.9,nt,-3,2.7,-3.0,-1.4,6
CC(O)CNc1ccc(-c2n[nH]c(=O)c3ccccc23)cc1[N+](=O)[O-] (configuration not stated),3,-1.5,2,-0.7,-1.2,1.1,3,2.8,-2.8,-1.4,-4
COc1ccccc1-c1cc(C(F)(F)F)c(C#N)c(=O)[nH]1,i,0.3,-1,0.1,-1.3,-0.7,2,1.7,-2.0,1.8,-418
Nc1cccc(-c2csc(-n3ncc(C(=O)O)c3C(F)(F)F)n2)c1,7,-0.7,5,-0.1,-1.0,0.8,1,0.8,2.3,2.2,-2
COc1cccc(CN(C)C(=O)c2ccc(OCC(=O)N3CCOCC3)c(OC)c2)c1,-7,-1.2,-1,-0.2,-0.3,0.7,-2,0.0,1.1,0.1,-4
COC(=O)c1sc2nc(CN3CCOCC3)nc(N3CCOCC3)c2c1C,-11,-1.1,-1,-0.8,-1.6,-0.7,2,1.9,-1.2,0.9,-7

Complete entries as entered above. Order of screens: ADAM10 inh | ssDAF12 agonist | SMARCA2 act | DAX1 inh-1 | hcDAF-12 act | DAX1 inh-2 | GC-A act | FXN GAA850 act | PG9 binder | hgDAF12 agonist | ADAM17 inh
Results for Cc1c(C(=O)NC(C)C)sc2ncn(CC(=O)N3CCC(C)CC3)c(=O)c12 : -3 | -0.8 | 0 | -0.2 | -0.4 | 0.1 | 0 | 1.3 | -2.0 | -1.1 | -1
Results for CC1=CC(C)(C)Nc2ccc(OC(=O)CCN3C(=O)c4ccccc4C3=O)cc21 : -11 | -2.0 | -6 | -1.0 | -3.1 | -0.9 | -2 | 11* | -1.0 | -3.7 | -4
Results for CCN(CC)c1nc(Oc2ccc(C(=O)NN)cc2)nc(Oc2ccc(C(=O)NN)cc2)n1 : 3 | -0.8 | -1 | 0.1 | -0.9 | 1.1 | 0 | 0.9 | -3.0 | 1.8 | -3
Results for OC(COCC1COc2ccccc2O1)CN1CCN(c2ccc(F)cc2)CC1 (configuration not stated) : -5 | -1.5 | -4 | -0.8 | -1.4 | 2.6 | 4 | -0.9 | -0.3 | -2.9 | -5
Results for CCOC(=O)c1cn(-c2ccccc2)nc1-c1cccnc1 : -5 | -1.6 | 1 | -1.6 | -4.0 | -0.6 | 0 | 0.1 | 0.6 | -2.4 | -2
